Source: PubChem BioAssay (National Center for Advancing Translational Sciences (NCATS))
PTAP-TSG101 blk – blocks PTAP binding to human TSG101, validation | AID 1347069 | Fluorescence polarization, FITC-PTAP peptide/Tsg101, 20 min | 44,000 tested, under 10 active | Potency, µM (titrated, usually from 115 µM), without a hit: top-dose activity change, negative = inhibition, usual class: inhibitors | Q99816; note: potency is the fitted concentration of half-maximal effect; 0% is about no effect
Target sequence (Q99816 whole entry, looked up): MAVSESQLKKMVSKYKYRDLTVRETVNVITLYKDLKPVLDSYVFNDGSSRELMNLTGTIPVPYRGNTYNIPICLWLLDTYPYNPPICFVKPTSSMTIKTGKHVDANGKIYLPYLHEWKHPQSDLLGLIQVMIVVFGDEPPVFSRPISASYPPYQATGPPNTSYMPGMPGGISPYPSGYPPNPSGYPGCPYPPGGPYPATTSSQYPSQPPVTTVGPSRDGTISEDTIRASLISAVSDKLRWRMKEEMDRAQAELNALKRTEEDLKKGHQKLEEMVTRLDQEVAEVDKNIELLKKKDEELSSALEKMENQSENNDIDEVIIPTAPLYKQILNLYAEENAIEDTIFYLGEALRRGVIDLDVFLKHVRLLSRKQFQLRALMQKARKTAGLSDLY
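Steps: Tsg101 binding domain (10 uM final) in HEPES pH 7.5/NaCl/Tween 20/EDTA/TCEP; add compound; add FITC-PTAP peptide (50 nM final); incubate 20 min r.t.; read polarization.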
p53null 39C kill – p53 null cell cytotoxicity, nonpermissive temperature | H1299 p53-null (neo) cells, 39C, ATPlite viability, 24 h | Potency, µM (titrated, usually from 46.1 µM), without a hit: at the highest dose activity, negative = cell killing, usual class: cytotoxic | hit rate 0.97% among 55,000 | AID 904;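 note: potency is the fitted concentration of half-maximal effect; 0% = DMSO only and -100% = full killing by 100 µM tamoxifen; nearly all actives have a fitted effect of over 50% in size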
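Temperature-shift cytotoxicity format: compound titrations on p53-null or A138V-expressing H1299 cells held 24 hr at 39C, cell ATP then measured, AC50 from Hill model.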
p53null 32C tox – selectivity test: cytotoxicity in p53 null cells, permissive temperature | H1299-neo p53 null cells, ATP luminescence, 24 h, 32C | Potency, µM (series often up to 46.1 µM), inactives show top-dose activity change, negative = cytotoxicity, actives largely listed as cytotoxic | hit rate 0.62% among 55,000 | AID 903;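 note: potency is the fitted concentration of half-maximal effect; 0% = DMSO only and -100% = full killing by 100 µM tamoxifen; nearly all actives have a fitted effect of over 55% in size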
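H1299-neo (p53 null) cells, 600/well, treated 24 h at 32C with compound up to 46 uM; ATPlite luminescence viability, normalized to DMSO and 100 uM tamoxifen; AC50 by Hill fit.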
B2AR arrestin ag – ADRB2 beta-arrestin recruitment | P07550 | Potency, µM (doses to about 46.1 µM), for the others: top-dose activation, most hits filed as activators | HTLA Tango cells, beta-arrestin recruitment, luciferase luminescence, 18 h | 44,000 tested, under 10 active;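 note: potency is the fitted concentration of half-maximal effect; 0% = DMSO and full agonism = EC100 isoproterenol or metaproterenol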
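Ligand-induced beta-arrestin recruitment to recombinant beta2-AR is measured via a tTA-driven luciferase reporter in Tango cells after 18 hr compound exposure at 37 degrees C. Concentrations span up to 46 microM.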
GALK inh – GALK (human) enzyme inhibition; P51570; recombinant GALK, Kinase-Glo ATP luminescence, 1 h; Potency, µM (doses to about 57.5 µM), without a hit: at the top dose activity, negative = inhibition, actives largely listed as inhibitors; AID 1347072; 44,000 tested, under 10 active;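 note: plate controls were full GALK reaction for no effect and reaction lacking GALK for full effect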
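Reactions with and without enzyme served as controls. GALK at 5 nM phosphorylates 100 uM galactose using 35 uM ATP (HEPES pH 8.0, Mg2+) for 1 h at RT, with luminescence read 10 min after adding Kinase-Glo Plus.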
NTMT1 inhibitor – inhibitors of human N-terminal methyltransferase NTMT1. hit rate 2.5% among 59,000. NTMT1 MTase-Glo SAH luminescence, purified enzyme. Q9BV86. AID 1645870. Potency, µM (doses to about 114 µM), for the others: at the top dose activity change, negative = inhibition, hits mostly inhibitors;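 note: potency is the fitted concentration of half-maximal effect; plate controls were DMSO vehicle for no effect and no enzyme for full effect; nearly all actives have a fitted effect of over 65% in size; many of its hits are not listed in these tables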
Target sequence (Q9BV86 whole entry, looked up): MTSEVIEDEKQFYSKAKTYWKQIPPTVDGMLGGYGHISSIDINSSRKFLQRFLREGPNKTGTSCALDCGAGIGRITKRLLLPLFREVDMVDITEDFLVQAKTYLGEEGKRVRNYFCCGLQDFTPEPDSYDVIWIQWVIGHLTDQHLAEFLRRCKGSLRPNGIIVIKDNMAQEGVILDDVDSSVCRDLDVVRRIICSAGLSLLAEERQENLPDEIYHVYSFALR
FH mod – Identification of activators of human fumarate hydratase by quantitative high-throughput screening | AID 1347055, 2019 | FH coupled MDH/diaphorase resazurin fluorescence, 15 min | Potency, µM (top dose mostly 79.9 µM), for the others: at the highest dose activity change, negative = inhibition, most hits filed as inhibitors | hit rate 0.22% among 54,000 | Fumarate hydratase, mitochondrial (Homo sapiens), P07954; note: potency is the fitted concentration of half-maximal effect; % is set by controls: 0 for no effect and ±100 for the full control effect; the screen sought activators but most active calls are inhibition curves; nearly all actives have a fitted effect of over 45% in size
Starred values were filed as active, the others as inactive; ? = inconclusive; . = no result given. Calls come from the whole dose curve; as a rule, active = well fitted curve in the direction sought with a large enough effect; inconclusive = small, poorly fitted or top-dose-only effect, or another doubt; inactive = no such curve, though single readings can be large; an effect the other way counts as inactive or inconclusive. Some of the compounds tested, so the mix of outcomes need not match the whole.

SMILES | PTAP-TSG101 blk | p53null 39C kill | p53null 32C tox | B2AR arrestin ag | GALK inh | NTMT1 inhibitor | FH mod
O=C(c1ccc2c(=O)n(CCc3ccccc3)c(=O)[nH]c2c1)N1CCN(c2ccc(F)cc2)CC1 | 0.4% | -15.7% | -8.3% | 0.4% | -2.7% | 1.2% | -4.5%
O=C(NCCn1cc(SCc2ccc(C(F)(F)F)cc2)c2ccccc21)c1cccs1 | -6.3% | . | . | -0.3% | 7.9% | -2.0% | -38.8%
Cc1ccc2nc(COc3ccccc3NC(=O)COc3ccc(F)cc3)cc(=O)n2c1 | 0.7% | 6.9% | -5.9% | -1.3% | -1.5% | -17.8% | -41.6%
COc1ccc2c(c1)c1c(c(=O)n(Cc3ccccc3)c(=O)n1CC(=O)NCc1ccccc1)n2C | 2.6% | 5.7% | -2.4% | -0.2% | 1.3% | -4.9% | 7.9%
COc1ccc(OC)c(NC(=O)Nc2cccc(OCc3cc(=O)n4cc(C)ccc4n3)c2)c1 | 0.6% | ? | 10µM* | 0.4% | 2.4% | 23.2% | -6.4%
CC(C)c1ccc(S(=O)(=O)NCc2nc3cccnc3n2Cc2ccc(F)cc2)cc1 | 0.4% | -20.0% | 9.1% | 0.2% | -5.4% | 12.5% | 3.4%
CCc1cccc(C)c1NC(=O)c1cc(S(=O)(=O)NCc2ccccc2Cl)ccc1F | -4.0% | 5.4% | 12.5% | -0.9% | 1.8% | 1.1% | -3.2%
Cc1ccc2oc(C(=O)Nc3nnc(CC(C)C)s3)cc(=O)c2c1 | 0.0% | -4.5% | 0.2% | -1.2% | -1.3% | -0.5% | -22.5%
CCOc1ccc(C(=O)Nc2ccccc2OCc2cc(=O)n3ccccc3n2)cc1 | -1.2% | -1.1% | -5.3% | -0.1% | 0.9% | -4.9% | 1.6%
CCOc1ccccc1NC(=O)Cn1ccn(Cc2ccc(C)cc2)c(=O)c1=O | -4.3% | 12.9% | 1.9% | 0.0% | -0.1% | 89.1µM* | -5.1%
Cc1ccccc1OCC(=O)Nc1cccc(C(=O)OCc2cc(=O)n3c(C)csc3n2)c1 | -0.6% | -21.8% | -24.8% | 0.3% | 0.0% | -13.8% | -8.6%
Cc1ccc(NC(=O)CSc2ccc3nnc(CCNS(=O)(=O)c4ccccc4)n3n2)cc1Cl | -2.9% | ? | -3.1% | -0.9% | 2.3% | ? | -7.4%
CCc1nnc(SC(CC)C(=O)Nc2ccc(OC)c(Cl)c2)c2cc3occc3n12 (configuration not stated) | -3.0% | -20.6% | -2.5% | 0.4% | 0.0% | 5.7% | ?
COc1ccc(N2C(=O)CSC23C(=O)N(CC(N)=O)c2ccccc23)cc1 (configuration not stated) | -6.2% | -13.4% | -5.2% | 1.3% | 2.0% | 20.9% | -13.0%
COc1ccc2sc(N(Cc3cccnc3)C(=O)c3ccco3)nc2c1 | -3.4% | 18.6% | 1.7% | -1.2% | -6.7% | ? | -11.9%
CCOC(=O)CSC1=Nc2ccccc2C2=NC(CCC(=O)NCc3ccccc3)C(=O)N12 (configuration not stated) | -2.6% | 3.4% | -3.8% | -0.9% | 0.8% | -0.5% | 26.9%
CC(NC(=O)c1ccc(N2Cc3ccccc3Oc3ncccc32)s1)c1ccccc1 (configuration not stated) | 1.1% | -19.1% | 0.2% | 0.1% | 0.0% | 4.2% | -12.9%
CCN(C(=O)CCNC(=O)Cn1cnc2ccccc2c1=O)c1cc(OC)ccc1OC | -1.5% | 2.1% | 0.6% | -1.3% | 2.6% | -2.8% | 0.2%
COc1ccc(NC(=O)C2CCN(c3ccc(Sc4ccc(C)cc4)nn3)CC2)cc1 | -1.6% | 23.1% | -1.0% | 0.2% | -1.3% | 1.2% | 3.1%
COc1cccc(CNC(=O)Cn2nc(N3CCN(c4ccccc4OC)CC3)ccc2=O)c1 | 1.7% | -7.4% | -2.2% | -0.8% | 0.6% | -4.2% | -20.2%
CCNc1ncnc2c1nnn2C | 0.6% | 9.7% | -1.4% | -3.0% | -2.4% | 5.6% | -0.9%
CCCC(=O)C1=C(c2ccc(C)cc2)N(C(=O)CCC)n2cnnc2S1 | -0.5% | ? | -6.9% | -3.0% | -10.8% | ? | -7.2%
Cn1c(=O)oc2cc(S(=O)(=O)CCC(=O)N3CCN(c4ccccc4F)CC3)ccc21 | 4.9% | 0.0% | 16.6% | -0.6% | 3.8% | ? | -14.3%
COc1ccccc1-c1noc(CSc2nnc(Cc3ccccc3)n2-c2ccc(C)c(C)c2)n1 | -7.3% | 41.3% | 5.1% | 0.0% | 10.1% | 10.5% | -26.1%
Cn1cnc(S(=O)(=O)N2CCC(C(=O)Nc3ccc(F)cc3F)CC2)c1 | -6.0% | -8.4% | 0.1% | 0.3% | 1.3% | -6.2% | 2.0%
Cc1ccc(CNC(=O)c2c[nH]c3ccc(S(=O)(=O)Nc4ccc(C(C)C)cc4)cc3c2=O)cc1 | 0.0% | 25.1% | -4.4% | 2.2% | 2.3% | 1.7% | -10.6%
COc1ccccc1N1CCN(c2c(CN3CCCC3)c(=O)oc3ccccc23)CC1 | -0.7% | 10.5% | -2.5% | -1.2% | 1.1% | -18.0% | 2.2%
O=C(O)c1ccc2c(c1)N(Cc1ccc(F)cc1)C(=O)c1ccccc1S2=O (configuration not stated) | -4.3% | 8.5% | 9.0% | -0.2% | 4.4% | 16.2% | 2.4%
O=C(Nc1nnc(S(=O)(=O)N2CCCCCC2)s1)c1cccc(Br)c1 | 0.4% | 4.7% | 11.7% | -1.6% | 3.0% | 8.5% | 4.3%
Cc1ccc(Cl)cc1NC(=O)c1ccc2nc(CCc3ccccc3)oc2c1 | 0.1% | -1.2% | -7.1% | -0.4% | -0.3% | 6.6% | -8.9%
COC(=O)CC(=O)CSc1nc2cc(C(=O)NCC(C)C)ccc2c(=O)n1CCc1ccccc1 | 11.0% | ? | -0.7% | -0.5% | -1.8% | 13.4% | -10.8%
CCOc1ccc(NC(=O)Cn2c(=O)n(Cc3ccc(C(=O)NCc4ccc(C)cc4)cc3)c(=O)c3ccccc32)cc1 | 1.6% | 12.5% | -8.8% | -1.9% | -8.1% | -9.3% | 2.4%
Cc1ccc(CN2CCN(CC(=O)NCc3ccccc3Cl)C2=O)cc1 | -10.3% | 4.5% | 5.6% | -2.2% | 3.7% | 3.6% | 0.2%
CCc1ccc(N2CC(C)Cn3c2nc2c3c(=O)n(CC(=O)O)c(=O)n2C)cc1 (configuration not stated) | -12.2% | -1.8% | -13.9% | 0.9% | 6.5% | 1.0% | -4.4%
CCOC(=O)c1ccc(NC(=O)C2CCN(S(=O)(=O)Cc3ccccc3)CC2)cc1 | 0.5% | -12.8% | 1.8% | -1.2% | -2.3% | . | .
CCCCNC(=O)CCC(=O)NNc1nc2ccccc2c2nc(C)nn12 | -5.7% | 20.8% | 0.5% | -2.2% | 0.5% | ? | 0.2%
CCOC(=O)c1c(NC(C)=O)c2c3c(sc2n1Cc1nc(-c2cccc(C)c2)oc1C)CCCC3 | 2.8% | 3.1% | -0.3% | 0.3% | 6.2% | -1.3% | -2.5%
COc1cccc(CNc2sc3c(c2C(=O)Nc2ccc(OC)cc2OC)CCC3)c1 | 3.9% | -1.0% | 18.3% | 7.3% | 0.2% | 16.0% | -16.6%
CCN(c1ccccc1)S(=O)(=O)c1ccc(NC(=O)c2nc(SC)ncc2Cl)cc1 | -4.4% | -1.8% | -4.5% | -0.4% | -1.3% | 4.2% | -23.0%
CCNC(=O)C1CCN(S(=O)(=O)c2ccc3c(c2)CCCN3C(C)=O)CC1 | -1.7% | 14.6% | 1.1% | 0.8% | -0.7% | 7.5% | -6.2%
CCOC(=O)c1ccc(NC(=O)c2cn(-c3ccccc3)nc2-c2ccc(OC)c(OC)c2)cc1 | 8.9% | -26.6% | -18.8% | -0.8% | 2.1% | -8.8% | -25.5%
CCOC(=O)C1CCN(c2cc3c(cc2NC(=O)c2ccc(Cl)cc2)n(C)c(=O)n3C)CC1 | -2.7% | 10.4% | -2.7% | -2.1% | -1.0% | -12.1% | 20µM*
COc1ccc(-c2c(C#N)c(SCC(=O)Nc3ccc(Br)cc3)nc(C)c2C(=O)Nc2ccccc2)cc1 | 1.3% | 15.3% | 6.6% | 0.4% | -20.8% | 8.5% | -11.3%
COc1ccc(OC)c(CNC(=O)c2ccc3c(c2)c(C)c(C)n3C)c1 | -0.5% | 3.1% | -0.2% | 0.9% | -3.1% | 89.1µM* | -12.6%
O=C(CSc1cn(CC(=O)N2CCCCC2)c2ccccc12)Nc1ccc(C(F)(F)F)cc1 | -0.6% | -19.3% | -11.2% | -1.0% | 4.4% | 9.2% | -0.3%
Cc1cccc(NC(=O)c2cc(S(=O)(=O)NCCc3ccccc3)ccc2F)c1C | -0.9% | -4.9% | -2.5% | 0.2% | 3.3% | 3.3% | 9.9%
COc1ccc(-c2nc(SCC(=O)c3ccc(OC)c(Br)c3)n[nH]2)cc1 | -0.3% | 7.0% | -1.3% | -2.1% | 3.0% | -6.3% | ?
COc1ccc(CCNC(=O)CN2C(=O)COc3ccc(S(=O)(=O)N4CCCC4)cc32)c(OC)c1 | 1.4% | 7.6% | -1.6% | 0.8% | -0.4% | 0.6% | 1.6%
